Screens (PubChem)
sEH act = soluble epoxide hydrolase (human) activation | P34913 | 91,000 tested, 0.04% active | activation, % at 2 µM | purified human sEH enzymatic activity, activator screen; in the data active means activation above about 37%; further: values of inactives mirror those of a sister screen read the other way
Target sequence (P34913 whole entry, looked up): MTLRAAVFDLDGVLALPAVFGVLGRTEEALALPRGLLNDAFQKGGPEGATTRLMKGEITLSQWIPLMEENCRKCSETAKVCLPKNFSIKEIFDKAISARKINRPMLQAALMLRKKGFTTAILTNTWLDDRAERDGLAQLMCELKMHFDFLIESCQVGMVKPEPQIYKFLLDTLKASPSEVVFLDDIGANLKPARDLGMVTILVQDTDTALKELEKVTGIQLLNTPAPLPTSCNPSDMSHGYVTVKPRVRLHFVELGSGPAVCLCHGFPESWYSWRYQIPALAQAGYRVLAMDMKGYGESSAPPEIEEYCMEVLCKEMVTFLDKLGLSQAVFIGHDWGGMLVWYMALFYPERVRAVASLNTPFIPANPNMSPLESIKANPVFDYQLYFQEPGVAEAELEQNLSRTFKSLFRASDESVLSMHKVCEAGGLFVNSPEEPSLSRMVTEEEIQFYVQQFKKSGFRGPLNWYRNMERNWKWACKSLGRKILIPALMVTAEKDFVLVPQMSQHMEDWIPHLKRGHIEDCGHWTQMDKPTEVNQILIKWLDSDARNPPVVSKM
H69AR growth 86K = growth inhibitors of human H69AR lung tumor cells; viability, % at 10 µM; AID 598; H69AR lung tumor viability, ATP luminescence, 72 h; stronger effect = lower value; 85,000 tested, 6% active;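 active means viability at or below 40%; inactive means viability above 40%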;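 further: multidrug resistant small cell line overexpressing MRP-1 efflux transporter; 100% = mean luminescence of untreated control wells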
ERa coact pot = ER-alpha (human) coactivator binding potentiation. coactivator binding (% of control), % at 25.6 µM. 86,000 tested, 1.3% active. TR-FRET ERalpha-LBD/SRC-Cy5 coactivator binding, 2 h; 100 = basal binding, no effect. P03372; in the data active means activity above about 200%;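 further: binding measured in presence of low estradiol as agonist stimulus; 0% = peptide alone without receptor and 100% = receptor with peptide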
ERa coact inh = ER-alpha (human) coactivator binding inhibition; inhibition, % at 25.6 µM; 86,000 tested, 1.7% active; TR-FRET ER-alpha LBD / SRC-1 peptide, estradiol-bound; AID 629; P03372; in the data active means inhibition above about 50%;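 further: 0% = receptor plus peptide control and 100% = peptide only without receptor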
ERb SRC1 inh = blocks coactivator binding to human estrogen receptor beta | Q92731 | TR-FRET ER-beta LBD / SRC1-Cy5 peptide binding; receptor agonist-loaded with 1 µM estradiol | inhibition, % at 25.6 µM | 86,000 tested, 1.3% active;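 active means compounds whose percent inhibition of the receptor-coactivator binding signal exceeds about 50% in the single-dose screen, limit read from the data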;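 further: 0% = receptor plus peptide wells without compound and 100% = peptide-only wells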
Target sequence (Q92731 whole entry, looked up, the tested form may be a part): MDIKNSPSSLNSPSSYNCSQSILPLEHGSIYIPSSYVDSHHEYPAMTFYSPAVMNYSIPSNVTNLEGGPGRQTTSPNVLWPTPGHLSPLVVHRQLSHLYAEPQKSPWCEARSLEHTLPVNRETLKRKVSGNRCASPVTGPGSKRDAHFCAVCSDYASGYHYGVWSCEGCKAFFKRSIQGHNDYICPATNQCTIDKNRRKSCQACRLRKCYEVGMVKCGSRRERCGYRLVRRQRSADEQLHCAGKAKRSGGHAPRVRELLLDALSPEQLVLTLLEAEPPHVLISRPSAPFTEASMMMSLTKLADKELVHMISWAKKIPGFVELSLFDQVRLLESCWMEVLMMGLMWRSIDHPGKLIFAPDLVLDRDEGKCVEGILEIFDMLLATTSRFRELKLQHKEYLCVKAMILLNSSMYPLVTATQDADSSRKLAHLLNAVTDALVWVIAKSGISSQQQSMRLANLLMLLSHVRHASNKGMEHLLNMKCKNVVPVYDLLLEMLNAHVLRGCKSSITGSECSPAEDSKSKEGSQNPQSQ
Lung fibro prol = blocks proliferation of human lung fibroblasts. 85,000 tested, 1.1% active. AID 719. LL 47 human lung fibroblast viability, ATP luminescence; stronger effect = lower value. viability, % at 10 µM;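 active means viability at or below 50% in the single dose screen; inactive means viability above 50%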;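 further: compound exposure lasted 72 h before the ATP readout; 100% = median luminescence of untreated cell-only wells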
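Test system: LL 47 human lung fibroblasts; Quantity: 1,150 cells/well; Buffer or medium: IMEM plus 15% FBS; Dosing: tenfold compound dosing solution, DMSO at 0.1%; Timing: overnight cell rest, 72 h compound treatment at 37 °C; Detection: ATP-based CellTiter-Glo luminescent readout; Read-out basis: viability percentage against median untreated-cell control; Controls: cell-only wells, no compound.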
Candida biofilm = kills Candida albicans biofilms; inhibition, % at 6 µM; 85,000 tested, 0.14% active; AID 834; C. albicans biofilm + clotrimazole, Alamar Blue;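 active means inhibition above 20%; inactive means inhibition below 20%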;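 further: preformed 24 hr biofilms exposed to compound for 48 hr; 0% = biofilm without compound and 100% = blank killed by clotrimazole plus chlorhexidine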
Smad3 FoxH1 inh = blocks human Smad3 binding to FoxH1 peptide | P84022 | TR-FRET Smad3/Dy647-FoxH1 peptide binding, europium anti-His | inhibition, % at 25 µM | 88,000 tested, 0.29% active;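 active means compounds that reduce the energy-transfer binding signal between the protein and its labelled peptide by more than half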;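 further: 0% = Smad3 plus labelled peptide maximal FRET and 100% = peptide-only background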
HUVEC inhibit = inhibitors of human endothelial cell proliferation | HUVEC proliferation, CellTiter-Glo luminescence, 72 h; stronger effect = lower value | viability, % at 10 µM (by protocol) | 86,000 tested, 1.1% active | AID 648;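 active means viability at or below 30%; inactive means viability above 30%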;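 further: 100% = median luminescence of DMSO-only cell control wells on each plate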
An asterisk follows results filed as active; nt = no result given; [ ] = dose if it differs, or a comment. Not all compounds are listed; the hit share may differ from the screen's.

SMILES	sEH act	H69AR growth 86K	ERa coact pot	ERa coact inh	ERb SRC1 inh	Lung fibro prol	Candida biofilm	Smad3 FoxH1 inh	HUVEC inhibit
CCOC(=O)N1CCC(NC(=O)C(NC(=O)C2CCC(C)CC2)C(C)CC)CC1 (stereo not drawn)	-6.3	111.2	119.6	3.2	-4.5	101.6	0.0	10.9	92.8
O=C(COC(=O)CCC1CCCC1)Nc1ccc(Cl)cn1	-17.4	111.1	92.4	6.8[fluorescence artefact?]	10.8	94.8	6.9	6.2	92.3
C/C=C(\C)CN1CCN(c2ccccc2)CC1	-5.9	100.5	113.1	-15.1	-3.4	107.4	0.6	17.1	103.4
CCc1c(C)nc2ncnn2c1NCCc1ccc(OC)c(OC)c1	-8.4	70.9	107.0	6.8	-3.4	106.3	4.6	-3.0	108.1
CCN1CCCC1CNC(=O)COc1cc(=O)n(C)c2ccccc12 (stereo not drawn)	8.6	85.4	127.2	-4.3	5.0[fluorescence artefact?]	101.7	5.7	-3.6	103.0
COc1cc(C2N(c3ccc(F)cc3)C(=O)C3CCCN32)cc(OC)c1OC (stereo not drawn)	-7.0	93.3	124.4	-5.5	-6.6	93.6	5.3	13.3	97.9
CC(C)CC(=O)Nc1sc2c(c1C#N)CC(C)(C)NC2(C)C	5.0	87.6	99.8	3.4	-4.2	95.9	7.7	2.9	93.7
CCOC(=O)Cc1csc(NC(=O)c2ccc(NC(C)=O)cc2)n1	3.5	78.7	94.9	-18.8	-4.7	104.5	4.7	3.3	89.3
O=C(Nc1nccs1)c1ccc(Br)c(S(=O)(=O)N2CCOCC2)c1	-12.4	64.5	95.8	-4.7	-1.2[fluorescence artefact?]	97.6	6.9	0.4	97.3
C=CCn1sc(N)c(C(=O)OCC)c1=S	3.4	96.8	115.9	0.7	-1.0[fluorescence artefact?]	94.4	3.8	-1.2	91.9
CC(C)(C)C1=Nn2c(nnc2-c2ccccc2F)SC1	-4.6	nt	118.6	-4.7	-11.5	89.9	2.6	-1.2	101.0
O=C(CN1C(=O)C2CC=CCC2C1=O)Nc1nnc(SCc2ccc(Cl)cc2)s1 (stereo not drawn)	9.9	103.0	108.6	-3.2	3.0	98.8	5.8	-6.4	107.9
CCOC(=O)c1ccc(Oc2nc(N(C)C)nc(N(C)C)n2)cc1	12.3	101.9	85.1	1.8	-2.3	91.8	5.6	-7.6	92.9
CCN(CC)c1ccc(C2CC(=O)Nc3cc(OC)c(OC)cc32)cc1 (stereo not drawn)	-1.7	86.2	105.5	0.3	3.0	90.9	6.0	-1.6	105.5
Cc1csc(SCC(=O)Nc2ccc(S(=O)(=O)N3CCCC3)cc2)n1	-16.5	94.4	74.7[fluorescence artefact?]	-0.2	-2.4	103.5	5.7	2.9[fluorescence artefact?]	95.4
COc1ccc2nc(N3CCCCC3)c(C#N)cc2c1	nt	86.3	120.6	-3.5	-3.1	109.4	3.7	-6.9	104.0
Fc1ccccc1/C=N/n1cnnc1	-7.2	88.9	104.8	-6.0	-9.9	101.6	3.8	2.3	86.3
Cc1c(/C(O)=C2\C(=O)C(=O)N(CCCN(C)C)C2c2ccncc2)cnn1-c1ccccc1 (stereo not drawn)	nt	96.2	117.2	-10.0	-5.7	109.2	11.1	7.6	93.8
COc1ccc2nc(SCC(=O)O)nc(C)c2c1	nt	94.8	125.2	5.8[fluorescence artefact?]	3.3[fluorescence artefact?]	97.2	1.4	6.9	98.4
CC(C)(C)NS(=O)(=O)c1ccc(N2C(=O)c3ccccc3C2=O)cc1	9.4	86.7	84.6	-1.9	-2.4	102.4	2.5	6.2	88.3
Cc1cc(C)n(-c2ccc(C(=O)OCC(=O)c3c(N)n(C)c(=O)n(C)c3=O)cc2)n1	nt	92.9	120.4	-8.0	-4.6	100.6	8.4	3.3	107.4
CCc1ccccc1NC(=O)c1cccs1	-0.1	89.5	106.1	1.3	11.7	94.2	6.7	-3.0	82.2
COc1cccc(CNC(=O)C2CCN(S(=O)(=O)c3ccccc3)CC2)c1	nt	94.5	122.3	0.8	-5.0	93.4	8.8	4.8	94.3
COC(=O)Cc1c(C)c2ccc(OCC(=O)NCc3ccc4c(c3)OCO4)cc2oc1=O	1.2	nt	98.7	2.1	6.5	100.3	5.8	-2.4	96.6
CCCc1cc(C(=O)OC)c(NC(=O)c2cc(C)on2)s1	0.5	84.4	112.2	-0.6	0.2	76.2	nt	6.2	85.8
COCCNC(=O)C(c1ccc(C)o1)N(C(=O)c1snc(C(N)=O)c1N)c1cc(C)cc(C)c1 (stereo not drawn)	4.4	70.4	95.6	3.7	98.5*[fluorescence artefact?]	97.2	7.7	6.8	91.2
CCOC(=O)CC(=O)CSc1nc2ccccc2c(=O)n1-c1ccc(C(=O)N2CCOCC2)cc1	nt	101.1	106.2	5.5[fluorescence artefact?]	-1.3[fluorescence artefact?]	107.6	-2.3	-1.5	95.8
CC1=C(OC(=O)c2ccc(Br)cc2)C(C)(C)C(c2ccccc2)OC1=O (stereo not drawn)	-40.0	82.5	96.2	9.4	6.0	93.8	5.2	-10.6	84.1
COC(=O)C1C(=O)c2c([nH]c(C(=O)OCC3CCCO3)c2C)CC1C (stereo not drawn)	nt	94.8	97.6	-1.5	-2.5[fluorescence artefact?]	99.3	7.4	-1.6[fluorescence artefact?]	98.9
c1ccc(C2=Nn3c(nnc3-c3ccccn3)SC2)cc1	-7.9	85.8	135.9	-8.5	-7.5	88.5	11.1	21.6[fluorescence artefact?]	92.6
COCC(C)NCc1ccc(C)cc1C (stereo not drawn)	5.9	109.9	117.6	-0.7	4.1	104.8	4.0	8.9[fluorescence artefact?]	112.2
O=S(=O)(NCC1CCCO1)c1cccc(S(=O)(=O)N2CCCC2)c1 (stereo not drawn)	6.5	100.1	98.9	-16.8	-1.4	100.2	-1.7	0.6	98.1
CCOc1[nH]c(/N=C/c2ccco2)c(C#N)c1C#N	-3.7	63.6	71.6[fluorescence artefact?]	34.7[fluorescence artefact?]	59.7*	95.8	6.7	10.4	84.0
Cc1cc(C(=O)CN2C(=O)NC(C)(c3cccc(Br)c3)C2=O)c(C)n1Cc1ccco1 (stereo not drawn)	nt	87.1	90.4[fluorescence artefact?]	13.6	5.2	86.7	7.4	5.7	79.3
OC(c1ccccc1)(c1ccc(F)cc1)C(c1ccccc1)N1CCOCC1 (stereo not drawn)	-4.2	41.4	87.6	-1.5	-8.7	95.0	4.0	-5.2	116.0
S=C(Nc1ccccn1)c1ccccn1	-7.5	1.3*	69.8[fluorescence artefact?]	-0.1	-2.5	84.1	-1.5	-7.3	83.7
O=C1N(Cc2ccc(F)cc2Cl)c2ccccc2C12OCCCO2	-13.2	91.8	82.6	8.1	0.3	96.9	2.0	4.4	107.2
CCOC(=O)c1cc(CC)sc1NC(=O)c1ccc2c(c1)OCCO2	20.6	81.1	466.1*[fluorescence artefact?]	26.5[fluorescence artefact?]	30.1[fluorescence artefact?]	98.9	7.0	5.9	88.6
COc1ccc2cc(CN(C(=O)Nc3ccccc3)C3CCCC3)c(=O)[nH]c2c1	nt	89.3	81.9	-3.2	-7.9	93.4	8.4	-7.8	100.6
Cc1cccc(C2NS(=O)(=O)N=C2N)c1 (stereo not drawn)	-5.2	97.6	102.2[fluorescence artefact?]	-11.7	-18.8	96.7	2.3	1.5	109.8

By substructure: those above with bromine (three)
SMILES	sEH act	H69AR growth 86K	ERa coact pot	ERa coact inh	ERb SRC1 inh	Lung fibro prol	Candida biofilm	Smad3 FoxH1 inh	HUVEC inhibit
O=C(Nc1nccs1)c1ccc(Br)c(S(=O)(=O)N2CCOCC2)c1	-12.4	64.5	95.8	-4.7	-1.2[fluorescence artefact?]	97.6	6.9	0.4	97.3
CC1=C(OC(=O)c2ccc(Br)cc2)C(C)(C)C(c2ccccc2)OC1=O (stereo not drawn)	-40.0	82.5	96.2	9.4	6.0	93.8	5.2	-10.6	84.1
Cc1cc(C(=O)CN2C(=O)NC(C)(c3cccc(Br)c3)C2=O)c(C)n1Cc1ccco1 (stereo not drawn)	nt	87.1	90.4[fluorescence artefact?]	13.6	5.2	86.7	7.4	5.7	79.3

Next section.
SMILES	sEH act	H69AR growth 86K	ERa coact pot	ERa coact inh	ERb SRC1 inh	Lung fibro prol	Candida biofilm	Smad3 FoxH1 inh	HUVEC inhibit
NC(=O)NC(CC(=O)OCC(=O)NC(=O)NCc1ccco1)c1ccc(Cl)cc1 (stereo not drawn)	nt	85.0	139.7[fluorescence artefact?]	37.3	21.5	98.1	7.9	-0.1	98.3
CCC(=O)Nc1cccc(NC(=O)CN2CCN(c3ccccc3OC)CC2)c1	16.0	78.7	105.7	-18.3	-17.9	104.7	2.6	-17.3	92.1
O=C(NCc1cccc(Cl)c1)c1cccnc1	-11.6	79.4	103.9[fluorescence artefact?]	20.0	17.6	110.0	7.0	-9.1	97.3
O=S(=O)(Nc1ccc(-c2cn3ccsc3n2)cc1)c1ccc2c(c1)OCCO2	3.6	96.3	147.4	-8.9	-1.4	98.5	1.1	2.0	104.6
COc1ccc2c(c1)CCc1c(C(=O)Nc3c(C)nn(Cc4ccccc4)c3C)noc1-2	14.6	78.5	103.2	-4.0	-6.4	94.5	7.3	-4.1	99.7
COCCn1nnnc1C(c1ccc(OC)cc1)N1CCC(C)CC1 (stereo not drawn)	nt	95.5	117.2[fluorescence artefact?]	-4.1	5.7	99.7	5.9	9.7[fluorescence artefact?]	101.8
O=C1NCC2=C1C(c1ccccc1)Nc1ccccc1N2 (stereo not drawn)	-6.2	90.0	94.1[fluorescence artefact?]	-0.9	4.1	108.3	-3.1	15.2	105.4
CCOC(=O)c1cnc2nc(C)[nH]n2c1=O	nt	88.2	159.8	6.9	-3.6[fluorescence artefact?]	94.5	2.8	9.2	86.5
COc1ccc(N(CC(=O)N2CCN(Cc3ccc4c(c3)OCO4)CC2)S(C)(=O)=O)cc1OC	-9.3	79.3	89.7	-6.8	-4.2	104.1	7.0	7.4	91.6
CCn1nnnc1SCC(=O)NCc1cccs1	-8.8	100.2	114.1[fluorescence artefact?]	-8.0	-1.2	101.2	6.1	2.5	95.3
CCOC(=O)c1ccc(NC(=O)N2CCc3ccccc32)cc1	-47.6	77.0	241.0*[fluorescence artefact?]	13.5[fluorescence artefact?]	4.2[fluorescence artefact?]	107.1	3.8	-4.0	113.1
COc1ccccc1NC(=O)Oc1ccc(NC(=O)c2ccco2)cc1	-5.5	94.6	80.7	59.5*[fluorescence artefact?]	66.4*[fluorescence artefact?]	96.1	8.7	9.4	86.7
COc1ccc(NC(=O)c2ccco2)cc1NC(=O)c1cc2ccccc2o1	nt	76.2	179.2	27.6	19.2[fluorescence artefact?]	100.9	-1.4	-7.3	88.0
CCOc1ccccc1C1NC(=O)NC(C)=C1C(=O)OC1CCCC1C (stereo not drawn)	-2.7	91.6	103.6	-1.8	-4.1	106.1	10.9	9.0	102.6
O=C(O)C1=C(C(=O)N2CCN(C(=O)c3ccco3)CC2)CCCC1	nt	94.9	119.5[fluorescence artefact?]	3.3[fluorescence artefact?]	2.2[fluorescence artefact?]	103.9	6.0	-8.4	89.4
Cc1cc(C)nc(Nc2nc(C)c3cc4c(cc3n2)OCO4)n1	-2.1	94.7	96.1	5.9	-0.5	97.8	6.8	3.4	98.9
c1ccc(-n2nc3c(ccc4cnnc43)[nH]2)cc1	6.7	75.5	98.6	18.3[fluorescence artefact?]	4.5[fluorescence artefact?]	nt	8.2	12.7	87.8
CCN(CCCNC(=O)Cn1cc2c(n1)CCCC2)c1cccc(C)c1	nt	83.2	103.8	-2.5	3.4	94.5	-7.5	-5.2	84.6
